Screening results deposited in PubChem BioAssay by National Center for Advancing Translational Sciences (NCATS).
Shiga toxin inh: blocks Shiga toxin action in Vero cells; Vero cells, Shiga toxin protein synthesis inhibition reporter; inhibition, % at 38.7 µM; hit rate 9.2% among 290,000; AID 2315; in the data active = inhibition mostly above about 28%, no sharp cut-off; inactive = mostly below about 43%; also: 0% is about no effect
TbPYK inhibitor: blocks Trypanosoma brucei pyruvate kinase; TbPYK enzyme, Kinase-Glo Plus ATP luminescence, 45 min; Potency, µM (highest dose often 76.8 µM), for the others: at the top dose activity, negative = inhibition, hits mostly inhibitors; hit rate 0.12% among 410,000; Q57TT1; also: potency is read from the fitted curve at half-maximal effect; % is scaled to controls: 0 for no effect and ±100 for the full control effect; nearly all actives have a fitted effect of over 50% in size
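Activity of T. brucei pyruvate kinase was followed by Kinase-Glo Plus luminescence after the enzyme reacted 45 min at room temperature with 130 uM ADP (final) and substrate. Test compounds were added before ADP at multiple concentrations.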
Pf growth 48h: P. falciparum growth inhibition at 48 hours (one generation) | P. falciparum luciferase growth in erythrocytes, 48 h | Potency, µM (doses to about 28.7 µM), for the others: at the top dose activity change, negative = inhibition, usual class: inhibitors | hit rate 5.9% among 310,000; also: potency is read from the fitted curve at half-maximal effect; % is scaled to controls: 0 for no effect and ±100 for the full control effect
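Luminescence readout; reporter = integrated firefly luciferase in P. falciparum. RBC culture at 2% hematocrit, 0.1% parasitemia final, 37 C/5% CO2; decreased signal taken as growth inhibition.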
AMA1 RON2 block: inhibitors of Plasmodium falciparum AMA1-RON2 interaction | hit rate 0.2% among 360,000 | Potency, µM (highest dose often 58.2 µM), without a hit: at the top dose activity change, negative = inhibition, actives largely listed as inhibitors | AlphaScreen AMA1-biotinylated RON2 peptide binding;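 also: potency is read from the fitted curve at half-maximal effect; 0% = vehicle wells and -100% = peptide control; nearly all actives have a fitted effect of over 45% in size; some results filed as inactive show a strong effect at the top dose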
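AMA1 (3D7) with his tag at 25 nM final met compounds first, then biotinylated RON2 peptide at 25 nM; detection used donor plus acceptor beads, 10 µg/mL apiece, read by AlphaScreen after 30 min at room temperature.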
CHX counter: counter-screen for Shiga toxin inhibitors: cycloheximide protein synthesis inhibition | max response, % | hit rate 12% among 300,000 | cell reporter, cycloheximide protein synthesis inhibition counterscreen; in the data active = max response mostly above about 13%, no sharp cut-off; inactive = mostly below about 14%; also: read at 38.3 µM for the half of the compounds with a filed dose; 0% is about no effect
LmPK inh: blocks Leishmania mexicana pyruvate kinase activity; purified LmPK, Kinase-Glo ATP luminescence, 1 h; Potency, µM (titrated, usually from 57.5 µM), for the others: at the top dose activity change, negative = inhibition, most hits filed as inhibitors; Q27686; hit rate 0.37% among 290,000; also: potency is read from the fitted curve at half-maximal effect; % is scaled to controls: 0 for no effect and ±100 for the full control effect
Target sequence (Q27686 whole entry, looked up): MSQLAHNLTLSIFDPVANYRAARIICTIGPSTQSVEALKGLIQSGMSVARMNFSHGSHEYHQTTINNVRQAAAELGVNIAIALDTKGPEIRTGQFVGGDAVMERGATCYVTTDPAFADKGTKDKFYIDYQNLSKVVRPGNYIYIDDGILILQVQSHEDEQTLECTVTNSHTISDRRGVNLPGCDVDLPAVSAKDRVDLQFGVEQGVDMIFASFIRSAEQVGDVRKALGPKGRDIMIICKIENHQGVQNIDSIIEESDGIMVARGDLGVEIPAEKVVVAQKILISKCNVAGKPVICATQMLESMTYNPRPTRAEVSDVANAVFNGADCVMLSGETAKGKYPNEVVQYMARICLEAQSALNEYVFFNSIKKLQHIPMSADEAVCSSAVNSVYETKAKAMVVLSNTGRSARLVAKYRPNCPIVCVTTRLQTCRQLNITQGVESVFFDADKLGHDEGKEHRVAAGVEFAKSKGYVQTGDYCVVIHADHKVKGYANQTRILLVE
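Screened at intermediate enzyme activity to detect both inhibitors and activators: LmPK at 0.1 nM, with a 0.5 nM enzyme column as activation reference. PEP 0.5 mM, ADP 0.1 mM; ATP detected by luminescence after 1 h.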
Pf growth 96h: P. falciparum growth inhibition at 96 hour, primary screen for plastid delayed-death inhibitors; P. falciparum luciferase reporter growth, 96 h; Potency, µM (doses to about 28.7 µM), without a hit: top-dose activity change, negative = inhibition, usual class: inhibitors; hit rate 6.9% among 320,000; AID 504834; also: potency is read from the fitted curve at half-maximal effect; % is scaled to controls: 0 for no effect and ±100 for the full control effect
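Infected RBCs, 2% Hct / 0.05% parasitemia final; luciferase-reporter P. falciparum; cpd 96 h, 37 C, 5% CO2; luciferase detection reagent; luminescence.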
Numbers without * were called inactive; ? = inconclusive; . = not tested or not shown; + = active, no number; & = joins results of further samples; [ ] = dose if it differs, or a comment. Unless noted, calls follow the shape of the dose curve; as a rule, active = well fitted curve in the direction sought with a large enough effect; inconclusive = small, poorly fitted or top-dose-only effect, or another doubt; inactive = no such curve, though single readings can be large; an effect the other way counts as inactive or inconclusive.

SMILES	Shiga toxin inh	TbPYK inhibitor	Pf growth 48h	AMA1 RON2 block	CHX counter	LmPK inh	Pf growth 96h
O=C(N/N=C/c1ccco1)c1ccn[nH]1	73.1*	8.3%	24.1%	55.4%[activator]	43.9*	-6.0%	14.5%
COc1cc(/C=N/NC(N)=O)c(Br)cc1OCC(=O)Nc1ccccc1C	1.4	-3.1%	3.4%	-8.6%	-3.7	-4.5%	29.0%
Cc1ccccc1-n1ncc2c1CC(C)(C)CC2NC(=O)CCC(F)(F)F (centres undefined)	9.6	4.7%	?	-15.2%	1.2	0.3%	16.2%
COc1cccc(N2CCN(C(=S)Nc3ccc(F)cc3)CC2)c1	-2.5	-6.3%	6.5%	-2.3%	-2.7	5.2%	?
O=C(Nc1ccc(Oc2cccnc2)nc1)c1ccc(C(F)(F)F)cc1	19.3	1.3%	?	-3.6%	16.5	-3.5%	?
CCOC(=O)Cn1c(=NC(=O)c2sc3ccccc3c2Cl)sc2cc(S(N)(=O)=O)ccc21	-4.9	-3.2%	-16.2%	-2.2%	0.8	-3.3%	-0.5%
CC(=O)N(CCC(c1ccccc1)c1ccco1)Cc1cccs1 (centres undefined)	-4.1	-3.8%	48.2%[activator]	13.8%	-2.2	0.5%	1.4%
CCCn1c(=O)c2[nH]c(-c3ccc(S(=O)(=O)O)cc3)nc2n(CCC)c1=O	.	-8.3%	18.2%	7.4%	.	.	15.8%
CC(C)(C)OC(=O)N[C@@H](CC(=O)OCc1ccccc1)C(=O)O	9.9	-1.2%	23.0%	10.6%	-2.4	-0.8%	?
COc1ccc(CCN=C(N)NS(=O)(=O)c2ccc(C)c(C)c2)cc1OC	-6.8	2.4%	0.3%	-8.5%	-3.9	-3.0%	8.9%
COc1ccc(CNc2cc(C)ccc2C)c(OC)c1OC	9.4	-6.1%	?	-12.9%	1.3	0.1%	.
CCNc1nc(SCCOc2ccccc2)nc(N(C)C)n1	-9.6	4.7%	?	36.8%[activator]	-0.5	0.1%	.
CNc1snc(C)c1C(=O)OC(C)C(=O)c1ccc(F)cc1 (centres undefined)	.	2.0%	?	-2.6%	.	.	0.2%
COc1ccc(S(=O)(=O)NCc2ccc3c(c2)cc(C)n3C)cc1	-9.3	1.0%	.	-23.9%	-2.0	7.7%	?
CCCNC(=O)NC(=O)COC(=O)/C=C/c1cc(Br)ccc1F	-4.4	27.8%	19.2%	24.6%	-2.3	5.9%	-50.9%

Reprinted from the listing (2 entries):
SMILES	Shiga toxin inh	TbPYK inhibitor	Pf growth 48h	AMA1 RON2 block	CHX counter	LmPK inh	Pf growth 96h
COc1ccc(S(=O)(=O)NCc2ccc3c(c2)cc(C)n3C)cc1	-9.3	1.0%	.	-23.9%	-2.0	7.7%	?
CCCNC(=O)NC(=O)COC(=O)/C=C/c1cc(Br)ccc1F	-4.4	27.8%	19.2%	24.6%	-2.3	5.9%	-50.9%

In the list so far, these have bromine:
SMILES	Shiga toxin inh	TbPYK inhibitor	Pf growth 48h	AMA1 RON2 block	CHX counter	LmPK inh	Pf growth 96h
COc1cc(/C=N/NC(N)=O)c(Br)cc1OCC(=O)Nc1ccccc1C	1.4	-3.1%	3.4%	-8.6%	-3.7	-4.5%	29.0%
CCCNC(=O)NC(=O)COC(=O)/C=C/c1cc(Br)ccc1F	-4.4	27.8%	19.2%	24.6%	-2.3	5.9%	-50.9%

New compounds follow:
SMILES	Shiga toxin inh	TbPYK inhibitor	Pf growth 48h	AMA1 RON2 block	CHX counter	LmPK inh	Pf growth 96h
COCCNCc1ccccc1	-7.5	1.6%	18.4%	8.2%	-5.9	-3.2%	.
CC1CCCN(CCC(=O)Nc2ccc(F)c(F)c2)C1 (centres undefined)	26.3	8.6%	3.3%	11.5%	1.2	-3.7%	?
COc1ccc(C(=O)Nc2ccc(Cl)cn2)cc1S(=O)(=O)N1CCCC1	.	0.0%	?	-1.0%	.	.	?
CCC1(C)NC(=O)N(CC(=O)N2CCN(c3cccc(Cl)c3)CC2)C1=O (centres undefined)	.	1.8%	-20.0%	-4.6%	.	.	?
COc1ccc(N2CCN(CC(=O)c3ccc(Cl)cc3)CC2)cc1	-4.2	-12.2%	?	-3.7%	2.1	-1.4%	?
O=C(c1ccco1)N1CCN(c2nc(C(F)(F)F)nc3c2nnn3Cc2ccccc2)CC1	17.2	2.5%	9.28µM*	-18.3%	5.2	5.1%	.
COc1ccccc1C(=O)NNC(=O)C(=O)N1CCCCC1	19.7	1.3%	10.7%	60.6%[activator]	13.7	-5.2%	?
CC1(C)CC(=O)N(CC(=O)O)c2ccccc2S1	-8.3	-14.6%	-6.7%	2.1%	-2.9	-1.2%	.
Cc1cc2nc(N3CCN(C(=O)c4ccco4)CC3)sc2cc1C	.	3.3%	-12.4%	-1.4%	.	.	-24.5%
Cc1ccc(N2CCN(C(=S)c3ccc(-c4ccccc4[N+](=O)[O-])o3)CC2)cc1	1.0	-28.2%	4.9%	?	-2.1	1.3%	16.2%
Cc1cc(NC(=O)c2cccnc2)ccc1Br	44.5*	-1.8%	74.1%[activator]	-1.1%	31.1*	-5.6%	-28.1%
CCN1CCc2nc3sc(C(=O)N4CCc5ccccc5C4)c(N)c3cc2C1	11.1	1.9%	?	-16.1%	-2.3	-0.6%	38.9%[activator]
Cc1ccc(NC(=O)C2CCCN2S(=O)(=O)c2cccc3cccnc23)c(C)c1 (centres undefined)	-11.1	-1.2%&1.4%	7.0%	13.2%	-1.9	-7.1%	-6.3%
COc1ccc(OC)c(C(=O)Cn2nnc3ccccc3c2=O)c1	-5.3	-8.1%	4.5%	4.4%	-2.7	-2.1%	.
Cc1c(C(=O)N2CCc3ccccc3C2)oc2ccc(S(=O)(=O)N3CCCCCC3)cc12	1.7	-22.7%	?	-26.2%	-4.6	-0.1%	?

3 entries picked at random from those above:
SMILES	Shiga toxin inh	TbPYK inhibitor	Pf growth 48h	AMA1 RON2 block	CHX counter	LmPK inh	Pf growth 96h
CCC1(C)NC(=O)N(CC(=O)N2CCN(c3cccc(Cl)c3)CC2)C1=O (centres undefined)	.	1.8%	-20.0%	-4.6%	.	.	?
Cc1cc2nc(N3CCN(C(=O)c4ccco4)CC3)sc2cc1C	.	3.3%	-12.4%	-1.4%	.	.	-24.5%
COc1ccc(OC)c(C(=O)Cn2nnc3ccccc3c2=O)c1	-5.3	-8.1%	4.5%	4.4%	-2.7	-2.1%	.

Other structures.
SMILES	Shiga toxin inh	TbPYK inhibitor	Pf growth 48h	AMA1 RON2 block	CHX counter	LmPK inh	Pf growth 96h
C=CCOC(=O)C1=C(C)NC2(O)c3ccccc3C(=O)C12O (centres undefined)	-7.7	-16.6%	-8.7%	-1.2%	-8.9	0.9%	-16.8%
CC1(C)Cc2c(oc3ncn4ncnc4c23)CO1	-15.1	-2.8%	6.6%	12.9%	-4.5	-2.9%	16.4%
O=C(CCC(=O)N1CCN(S(=O)(=O)c2ccccc2Cl)CC1)c1ccccc1	.	0.7%	55.7%[activator]	18.8%	.	.	?
Cc1ccc(NC(=O)Nc2cc(C(F)(F)F)c[nH]c2=O)cc1	5.9	-2.6%	1.0%	6.6%	-9.0	-8.3%	27.3%
CCN(CC)S(=O)(=O)c1cccc(C(=O)Nc2sc3c(c2C(N)=O)CCCC3)c1	-20.9	-2.6%	-14.2%	5.4%	-3.0	1.3%	5.9%
O=C(Nc1ccccc1)C1=C(O)CC(c2ccc(Cl)cc2)N2CCN=C12 (centres undefined)	22.8	2.0%	?	31.0%[activator]	21.8	0.7%	?
O=c1[nH]c(=S)[nH]nc1Cc1ccccc1	-6.4	-3.4%	?	43.9%[activator]	-3.4	-0.1%	.
CCN(Cc1nc(-c2cccc(C)c2)no1)C(=O)c1ccc2c(c1)OCO2	17.5	3.8%	-3.1%	-13.2%	9.6	-0.4%	-17.9%
Oc1ccc(Br)cc1CNc1ccccn1	38.2	-26.4%	?	1.0%	13.5*	6.0%	6.57µM*
O=C(O)CCCC(=O)N(Cc1ccccc1)Cc1ccccc1	13.7	4.6%	.	28.6%	-0.6	11.0%	.
C/C(=N\NC(=O)c1cccc(Br)c1)c1cccc(NC(=O)c2ccc(C)o2)c1	42.1*	-3.8%	64.9%[activator]	88.7%[activator]	27.8*	1.7%	40.2%
CC(C)Oc1ccc(C(=O)N2CCCc3ccccc32)cc1	26.6	-9.4%	?	0.4%	13.4	0.1%	4.5%
COc1cc(C(CCN2CCCCC2)c2c(OC)cc(OC)c3c(C)cc(=O)oc23)cc(OC)c1OC (centres undefined)	3.8	-3.0%	8.28µM*	0.0%	-4.6	1.7%	9.28µM*
CN(CC(=O)Nc1cccc(F)c1)C(=O)c1cc([N+](=O)[O-])ccc1N1CCOCC1	.	0.8%	0.9%	5.3%	.	.	5.6%
COc1cc(C(=O)Nc2cccc(-n3cnnn3)c2)cc(Cl)c1OC	-2.7	0.0%	9.28µM*	0.1%	-1.3	-6.3%	?
CNc1ncc(-c2nnnn2-c2ccccc2)c(-c2ccccc2)n1	-26.0	-2.3%	?	-3.9%	-2.4	0.2%	?
CC(C)c1c(CN(C)[C@@H](C)Cc2ccccc2)n(C)n(-c2ccccc2)c1=O	.	-2.1%[33.2 µM]	?	.	.	.	?
O=C(CNC(=S)N(CCCN1CCOCC1)Cc1cccs1)NCc1ccc(Cl)cc1	-2.3	?	-3.3%	-1.2%	-4.3	4.4%	?
NC(=O)C1=C[C@@H](c2coc3ccccc3c2=O)C[C@@H](OCCCCO)O1	11.6	-0.8%	59.3%[activator]	12.1%	-0.5	0.2%	99.9%[activator]
Cc1cccc(CSC2=CS(=O)(=O)c3ccccc3N2)c1	-4.6	-12.7%	-10.8%	5.5%	-3.2	-4.7%	13.4%
CCOCCc1nnc(NC(=O)Cc2ccc(Br)cc2)s1	-3.0	3.9%	.	3.8%	-2.3	-3.3%	11.0%
O=C(O)c1c[nH]c(=O)c2ccccc12	2.5	6.9%	?	0.0%	3.2	-1.6%	12.7%
CCOC(=O)CNC(=O)CSc1nc(-c2ccc(OC)cc2)ns1	34.0	-21.7%	32.4%[activator]	-7.8%	20.2	-1.7%	133.0%[activator]
Cc1cccc2nc(CSc3nc4ccccc4o3)cn12	+	-7.3%	89.9%[activator]	-9.9%	49.3*	-2.2%	77.3%[activator]
O=C(Nc1ncc([N+](=O)[O-])s1)c1ccccc1Br	65.1*	-22.6%	14.1%	65.2%[activator]	49.6*	0.1%	?
NC(=O)c1ccccc1NC(=O)c1ccccc1F	24.4	-6.1%	49.4%[activator]	-11.5%	14.9	-0.6%	-8.9%
